SMN2 splice enh: qHTS Assay for Enhancers of SMN2 Splice Variant Expression. 210,000 compounds, 2.8% hits. Potency, µM (series often up to 46.1 µM), without a hit: top-dose activity change, positive = activation, most hits filed as activators. AID 1458, 2008. HEK293 SMN2-luciferase splicing reporter, luminescence, 30-36 h; further: % of control where 0% means no effect; nearly all actives have a fitted effect of over 55% in size
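HEK293 cells carry an SMN2 minigene-luciferase reporter in which exon 7 inclusion puts luciferase in frame. Cells were seeded at 2000 cells/well, attached for 10-12 hours, then exposed to compounds for 30-36 hours at 37C before ONE-Glo luminescence.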
ALDH1A1 inh: qHTS Assay for Inhibitors of Aldehyde Dehydrogenase 1 (ALDH1A1) | Aldehyde dehydrogenase 1A1 (Homo sapiens), P00352 | Potency, µM (highest dose often 75.3 µM), for the others: at the highest dose activity, negative = inhibition, hits mostly inhibitors | 220,000 compounds, 7.3% hits | AID 1030, 2008 | Purified ALDH1A1, NADH fluorescence, propionaldehyde substrate; active means well fitted inhibition curve with a large enough effect, not every such curve was filed as active; inconclusive means small, poorly fitted or top-dose-only effect, or another doubt; inactive means no such curve, though single readings can be large or run the other way;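 further: plate controls were no enzyme wells and a reference inhibitor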
L3MBTL1 block: qHTS Assay for the Inhibitors of L3MBTL1. Potency, µM (doses to about 57.1 µM), inactives show top-dose activity, negative = inhibition, usual class: inhibitors. AID 485360, 2010. Lethal(3)malignant brain tumor-like protein 1 (Homo sapiens), Q9Y468. AlphaScreen L3MBTL1–H3K9me1 peptide binding. 230,000 compounds, 0.66% hits; further: on the % scale 0 is the no-effect control and ±100 the full control effect; nearly all actives have a fitted effect of over 60% in size
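AlphaScreen proximity signal between nickel-chelate acceptor and streptavidin donor beads (final 10 ug/mL) reports binding of 50 nM L3MBTL1 to 75 nM biotin-H3 K9me1 peptide; complex incubated with compounds 30 min at room temperature; cefsulodin titration as control.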
Tau ThT inhib: qHTS for Inhibitors of Tau Fibril Formation, Thioflavin T Binding. Potency, µM (titrated, usually from 57.4 µM), without a hit: top-dose activity, negative = inhibition, usual class: inhibitors. 270,000 compounds, 2.1% hits. recombinant tau K18 P301L, heparin-induced fibrillization, ThT fluorescence; further: on the % scale 0 is the no-effect control and ±100 the full control effect; nearly all actives have a fitted effect of over 55% in size
Target sequence (P10636 561-689 P618L limits assumed): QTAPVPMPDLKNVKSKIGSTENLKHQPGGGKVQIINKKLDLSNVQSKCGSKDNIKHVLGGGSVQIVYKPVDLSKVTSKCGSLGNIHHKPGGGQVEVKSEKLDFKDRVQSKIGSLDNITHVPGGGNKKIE
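Using a mix of unlabeled (15 uM) and Alexa 594-labeled (0.24 uM) tau K18 P301L, heparin-triggered fibrillization over 6 hr at 37 C was scored by ThT fluorescence.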
RECQ1 inh: qHTS Assay for Inhibitors of RecQ-Like Dna Helicase 1 (RECQ1); 240,000 compounds, 0.54% hits; Potency, µM (titrated, usually from 57.3 µM), without a hit: top-dose activity, negative = inhibition, actives largely listed as inhibitors; AID 2549, 2010; RECQ1 DNA unwinding, red fluorescence kinetic read;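 further: plate controls were vehicle for no effect and no enzyme for full effect; nearly all actives have a fitted effect of over 30% in size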
Target sequence (P46063 whole entry, looked up): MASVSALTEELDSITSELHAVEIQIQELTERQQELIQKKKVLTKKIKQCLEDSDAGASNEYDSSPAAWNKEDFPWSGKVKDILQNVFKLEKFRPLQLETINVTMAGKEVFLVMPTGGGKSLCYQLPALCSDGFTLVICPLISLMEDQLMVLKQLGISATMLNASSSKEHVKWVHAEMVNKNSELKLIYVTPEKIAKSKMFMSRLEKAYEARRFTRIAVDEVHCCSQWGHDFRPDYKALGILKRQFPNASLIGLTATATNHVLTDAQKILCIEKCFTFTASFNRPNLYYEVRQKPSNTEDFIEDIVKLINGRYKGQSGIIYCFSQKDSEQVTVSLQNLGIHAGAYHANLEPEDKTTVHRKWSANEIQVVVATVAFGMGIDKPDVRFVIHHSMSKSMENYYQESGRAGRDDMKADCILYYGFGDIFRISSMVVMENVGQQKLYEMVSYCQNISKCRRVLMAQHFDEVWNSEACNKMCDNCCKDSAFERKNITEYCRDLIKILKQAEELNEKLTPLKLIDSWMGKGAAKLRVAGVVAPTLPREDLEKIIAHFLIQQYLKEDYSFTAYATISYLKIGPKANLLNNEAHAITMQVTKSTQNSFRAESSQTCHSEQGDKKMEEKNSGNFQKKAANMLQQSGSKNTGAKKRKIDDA
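RECQ1T1 50 nM; forked duplex (20 bp + 30-nt ss tails) 200 nM, ATP 2 mM final; pH 8.0, 2 mM MgCl2, 2.5 ug/ml poly(dI-dC); 15 min compound preincubation; discontinuous kinetic read over 2 h at RT.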
JMJD2E inh: qHTS Assay for Inhibitors of Human Jumonji Domain Containing 2E (JMJD2E). Lysine-specific demethylase 4E (Homo sapiens), B2RXH2. 230,000 compounds, 1.6% hits. JMJD2E catalytic domain, FDH-coupled NADH fluorescence (FDH is formaldehyde dehydrogenase). AID 2147, 2009. Potency, µM (highest dose often 57.1 µM), for inactives: at the highest dose activity change, negative = inhibition, actives largely listed as inhibitors; active means well fitted inhibition curve with a large enough effect, not every such curve was filed as active; inconclusive means small, poorly fitted or top-dose-only effect, or another doubt; inactive means no such curve, though single readings can be large or run the other way;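 further: 0% = wells with enzyme and -100% = buffer wells without enzyme; nearly all actives have a fitted effect of over 50% in size; many of its hits are not listed in these tables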
LMNA splice mod: qHTS Assay for Modulators of Lamin A Splicing; HeLa LMNA splicing GFP/RFP minigene ratio, 48 h; Potency, µM (doses to about 46.1 µM), for the others: at the top dose ratio change, negative = inhibition, actives largely listed as inhibitors; 200,000 compounds, 0.01% hits; active means well fitted inhibition curve with a large enough effect in the signal ratio, with a control signal flat, not every such curve was filed as active; inconclusive means small, poorly fitted or top-dose-only effect, or effect the other way, or a change in a side signal; the % refers to the signal ratio; further: on the % scale 0 is the no-effect control and ±100 the full control effect
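S3 HeLa stable clones carrying a lamin A-EGFP splicing minigene plus DsRed2 were seeded at 600 cells/well in Opti-MEM with 2% FBS, pin-dosed and incubated 48 h at 37°C. Acumen cytometry (488 nm) gave the GFP/RFP total-intensity ratio.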
KinaseGlo FLuc: Counterscreen for Luciferase (Kinase-Glo TM) Inhibition; AID 1379, 2008; Kinase-Glo luciferase, ATP luminescence, 8 min; Luciferin 4-monooxygenase (Photuris pensylvanica), Q27757; 200,000 compounds, 0.28% hits; Potency, µM (doses to about 38.3 µM), inactives show at the highest dose activity change, negative = inhibition, actives largely listed as inhibitors; further: on the % scale 0 is the no-effect control and ±100 the full control effect; nearly all actives have a fitted effect of over 60% in size
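Recombinant Kinase-Glo luciferase, 10 uM ATP (linear range), luciferin; imidazole pH 7.2 / KCl / MgCl2 / Tween / BSA buffer; 8 min RT; luminescence.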
* marks the source's active call; other numbers are inactive results; i = inactive; ? = inconclusive; . = not tested or not shown; [ ] = another dose, or the depositor's remark. Unless noted, the call rests on the fitted dose curve; in most records, active means well fitted curve in the direction sought with a large enough effect; inconclusive means small, poorly fitted or top-dose-only effect, or another doubt; inactive means no such curve, though single readings can be large; an effect the other way counts as inactive or inconclusive. Potency means the concentration at half of the fitted maximal effect. Not all compounds are listed. The share of hits here may be higher or lower than overall.

compound,SMN2 splice enh,ALDH1A1 inh,L3MBTL1 block,Tau ThT inhib,RECQ1 inh,JMJD2E inh,LMNA splice mod,KinaseGlo FLuc
O=C1NN=C(c2ccc(Cl)cc2)CC1c1c[nH]c2ccccc12 (stereo unspecified),-12.2%,?,-16.0%[11.4 µM],3.2%,i,-2.2%,.,0.7%
COc1ccc(NC(=O)CCC(=O)N(Cc2ccc(OC)c(OC)c2)c2nccs2)cc1,5.5%,2.5%,1.9%,-6.8%,-0.2%,0.4%,-9.4%,3.9%
COc1ccc(N(Cc2nnc3n2CCCCC3)C(=O)Nc2ccccc2)cc1,-3.8%,7.9%,.,-2.5%,i,3.4%,?,-0.7%
CC1CCCN(c2nc3c(c(=O)n(C)c(=O)n3C)n2Cc2ccccc2)C1 (stereo unspecified),-17.6%,1.78µM*,-2.1%,?,i,0.7%,?,4.1%
C=CC(=O)NC(C)(C)Cc1ccccc1,-3.3%,20.1%,0.9%,0.0%,-0.1%,5.9%,6.2%,0.6%
CCCn1c(C(C)NC(=O)c2ccccc2)n[nH]c1=S (stereo unspecified),.,6.4%,50.9%[activator],6.2%,-2.1%,9.7%,.,.
O=C(NCCCN1CCOCC1)c1ccc(S(=O)(=O)N2CCOCC2)cc1,-12.2%,-3.8%,-1.4%,-4.8%,-5.7%,3.3%,8.7%,-0.5%
CCOc1ncccc1C(=O)NCc1ccccc1F,-6.6%,12.4%,12.4%,1.9%,i,2.8%,?,5.5%
CCc1ccc(OCC(=O)N/N=C(\C)c2ccc(-n3ccnc3)cc2)cc1,.,5.3%,-20.0%,?,-10.5%,2.7%,-11.0%,.
Cc1ccc(NC(=O)COC(=O)CCc2c[nH]c3ccccc23)cc1[N+](=O)[O-],16.1%,-1.7%,-25.5%,-0.9%,-5.1%,-0.3%,-5.0%,-1.9%
CCC(=O)Nc1ccc(C(=O)CSc2nnc(CNc3ccc(Cl)cc3)o2)cc1OC,-61.5%[inhibitor],10.3%,-3.0%,-13.6%,-5.2%,0.3%,-27.8%,0.0%
O=C(COc1ccc(Cl)cc1)N1CCN(Cc2ccc3c(c2)OCO3)CC1,-11.3%,5.8%,-8.0%,0.7%,-5.6%[25.9 µM],-0.6%,?,-2.5%
Cc1cccn2c(=O)c3cc(C#N)c(=O)n(CC4CCCO4)c3nc12 (stereo unspecified),-4.7%,?,3.8%,1.6%,7.8%,?,2.4%,-0.7%
COC(=O)N1CCN(CCc2ccccc2)CC1,8.2%,-3.9%,7.6%,-7.1%,0.5%,4.2%,-11.4%[46 µM],-2.8%
Cc1nn(Cc2ccccc2)c(C)c1NC(=O)CSc1nc2c(c(C(F)(F)F)n1)CCc1ccccc1-2,-8.3%[1.84 µM],9.8%,10.7%,-19.0%,-3.4%,-1.7%,?,3.8%
CSCc1c(C(=O)Nc2ccc(N3CCOCC3)cc2)oc2ccccc12,-19.6%,1.0%,.,?,-7.8%,-17.6%,0.1%,-1.4%
C=CCNc1nc(Cl)nc(Nc2ccc(OCC)cc2)n1,-0.3%,4.3%,8.8%,?,-6.4%,-0.1%,5.1%,2.0%
CCOC(=O)CSc1nc(-c2ccccc2)nc2ccc(C)cc12,.,-73.5%,-21.2%,-9.0%,18.2%,0.1%,.,0.7%
O=C1CC2(CCCC2)CC(=O)N1CCNCC1COc2ccccc2O1 (stereo unspecified),-4.4%,28.2µM*,.,-4.5%,i,.,.,.
O=C1NC2(CCCCCC2)Oc2ccccc21,-8.6%,4.6%,2.8%,0.7%,11.7%,2.9%,11.8%[46 µM],1.8%
COc1ccc(NC(=S)NCCc2ccc(Cl)cc2)c(OC)c1,-14.7%,?,-16.6%,-17.7%,4.0%,9.2%,?,-2.5%
CCNC(=S)NS(=O)(=O)c1ccc(Cl)cc1,13.5%,?,-0.4%,-3.1%,-9.5%,-6.1%,-4.9%,3.5%
Cc1nn(C)c(N)c1C(O)(c1nccn1C)C(F)(F)F (stereo unspecified),-7.3%,12.7%,-13.9%,-13.3%,-13.4%,0.0%,10.3%,-4.8%
O=C(NNC(=S)NC(=O)c1cccnc1)c1ccc(Cl)cc1,9.3%,?,?,-16.8%,-8.1%,3.9%,-3.8%,1.6%
CCCC(C(=O)NC1CCCC1)N(CC1CCCO1)C(=O)c1snc(C(N)=O)c1N (stereo unspecified),-14.1%,?,11.8%,-4.9%,2.1%,?,9.8%,-2.1%
O=C(c1cc(COc2ccc3ncccc3c2)on1)N1CCCCCC1,-45.2%[inhibitor],?,-8.5%,?,19.6%,?,?,-6.6%
CCOc1ncccc1C(=O)OCC(=O)Nc1cc(C)ccc1C,9.1%,13.4%,-4.7%,-7.1%,-11.4%,3.1%,11.8%,1.5%
O=C(Nc1sccc1C(=O)N1CCOCC1)c1cccnc1,5.9%,-3.4%,-9.0%,-9.4%,-13.8%,12.9%,0.0%,-0.1%
CCCc1c(C)[nH]c2ccc(NC(C)=O)cc2c1=O,4.4%,?,-9.2%,0.8%,6.9%,3.6%,-7.5%,2.4%
Cc1ccc2[nH]c(=O)cc(C(=O)OCC(=O)c3ccccc3)c2c1,-14.8%,0.9%,3.5%,11.4%,7.1%,-19.1%,5.7%,-0.6%
COc1ccc(CCN(Cc2ccccn2)C(=S)Nc2ccccc2Cl)cc1OC,-21.4%,?,.,-6.6%,-4.7%,-5.3%,.,1.9%
COCCN1C(=O)C(O)=C(C(C)=O)C1c1ccc(F)cc1 (stereo unspecified),-1.8%,14.1µM*,-5.1%,-1.4%,-4.9%,?,1.5%,5.4%
Cc1cc(N(CC(=O)NC(C)C)S(C)(=O)=O)ccc1Br,8.5%,6.7%,-6.9%,4.0%,-15.8%,0.0%,-4.8%,1.6%
O=C(CN(C(=O)CSc1nc2ccccc2o1)c1ccccc1F)NC1CCCCC1,8.6%,8.8%,1.1%,-6.8%,0.5%,2.3%,?,0.0%
CCCN1C2CCCC1CC(NC(=O)c1ccccc1OCC)C2 (stereo unspecified),-12.6%,2.7%,2.7%,2.8%,-1.3%,7.2%,1.6%,-0.2%
COc1ccc(-c2nnc3n(CCc4ccccc4)c(=O)c4ccccc4n23)c(OC)c1,.,-15.4%,-0.8%,-5.9%,-2.1%,-0.5%,-8.4%,.
O=C(CCn1nc(-c2ccccc2)c2ccccc2c1=O)NCC1CCCO1 (stereo unspecified),-6.3%,?,-8.7%,-7.5%,4.7%,-2.9%,?,0.6%
O=[N+]([O-])c1ccc2[nH]c(O)c(N=NC(=S)NCC3CCCO3)c2c1 (stereo unspecified),2.9%,0.794µM*,-13.7%,?,0.0%,9.7%,?,1.6%
CCN(CC)CCNC(=O)/C(=C\c1cccn1C)NC(=O)c1cccs1,-9.7%,-2.7%,-10.2%,-3.4%,10.8%,6.0%,-17.3%,0.3%
CCCc1nnc(NC(=O)C(CC)OC(=O)c2cc(C)nc3ccccc23)s1 (stereo unspecified),-10.9%,0.6%,-0.2%,-8.9%,-7.5%,-26.5%,2.1%,-3.3%
O=C(CNC(=O)c1ccc(Cl)cc1)Nc1ccccc1C(F)(F)F,-13.7%,-1.2%,-5.2%,7.0%,-2.8%,-4.3%,7.8%[46 µM],-0.6%
O=C(COc1ncnc2c(Cl)cc(Cl)cc12)N1CCCCC1,-12.4%,-6.3%,1.1%,-5.8%,4.4%,7.5%,-1.8%,-0.1%
COc1ccc(C/C(C)=N/NC(=O)c2cccnc2)cc1,0.7%,7.9%,2.8%,-0.7%,-11.7%,68.9%[activator],2.6%,-1.7%
COc1ccc(NC(=S)N(CCO)Cc2ccccc2)cc1,23.1%,1.4%,0.8%,-1.0%,-6.8%,-3.8%,-3.6%[46 µM],2.7%
CCOC(=O)C1CCCN(c2c(NCCCN(CC)c3ccccc3)c(=O)c2=O)C1 (stereo unspecified),7.6%,-0.3%,-9.3%,-24.8%,-5.8%,-3.0%,-13.2%,4.6%
CCC1=C2CC[C@H]3C(=O)N(CC)C(=O)[C@H]3[C@H]2[C@@]2(Cc3ccccc3)C(=O)N(CCOC)C(=O)N2C1=O,-17.7%,-2.2%,.,-4.8%,-5.6%,9.2%,.,-0.9%

Some of these compounds in order of length of the SMILES, descending:
compound,SMN2 splice enh,ALDH1A1 inh,L3MBTL1 block,Tau ThT inhib,RECQ1 inh,JMJD2E inh,LMNA splice mod,KinaseGlo FLuc
CSCc1c(C(=O)Nc2ccc(N3CCOCC3)cc2)oc2ccccc12,-19.6%,1.0%,.,?,-7.8%,-17.6%,0.1%,-1.4%
CCCN1C2CCCC1CC(NC(=O)c1ccccc1OCC)C2 (stereo unspecified),-12.6%,2.7%,2.7%,2.8%,-1.3%,7.2%,1.6%,-0.2%
CCOc1ncccc1C(=O)NCc1ccccc1F,-6.6%,12.4%,12.4%,1.9%,i,2.8%,?,5.5%

Screening results as filed in PubChem BioAssay.
